Screening data deposited in PubChem BioAssay by Broad Institute.
esBAF inh: Bmi1 luciferase reporter increase in mESCs, primary screen, esBAF inhibitor project, mouse ES cells, Bmi1 luciferase knock-in, single point; 24 h; 100% = twice the neutral-well signal; reporter increase, % at 12.5 µM; 2% of 350,000 active; in the data active = activation above about 40%;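 also: 0% = median of the plate's neutral control wells and 100% = double that signal; a rise in the Bmi1 reporter signal indicates esBAF inhibition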
ARNT TACC3 PPI: disruptors of ARNT/TACC3 protein interaction, primary screen, biochemical, AlphaScreen, single concentration | Transforming acidic coiled-coil-containing protein 3 (Homo sapiens), Q9Y6A5 | AlphaScreen His-ARNT PAS-B/GST-TACC3 binding, luminescence; TACC3 fragment carries E629A point mutation | inhibition, % at 9.99 µM | 0.66% of 390,000 active | AID 623870, 2012;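 active = mean inhibition of replicates at least 50% and at least half of replicates each reaching 50%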;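 also: 0% = complete ARNT plus TACC3 wells and 100% = ARNT alone without TACC3; many hits fall short of the cut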
ERp5 block: inhibitors of ERp5-driven insulin aggregation, primary screen, biochemical, turbidity, absorbance 650 nm, single point | Protein disulfide-isomerase A6 (Homo sapiens), Q15084 | 90 min | inhibition, % at 9.99 µM | 0.05% of 350,000 active | AID 651711, 2012;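 active = mean replicate inhibition above about 25%, with every replicate also reaching it, limit read from the data, passing the limit was not always enough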
E-selectin induc: E-selectin induction in HUVECs, primary screen, imaging, HUVEC, immunofluorescence imaging, single point; normalized: neutral wells 0, TNF-alpha wells 100; P16581; activation, % at 7.58 µM; 0.37% of 260,000 active;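 active = mean E-selectin-positive cell signal at least 10% of the positive control, reached in at least 60% of replicates, without over 20% cell loss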;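 also: in these data hits start at about 27%; measured in HUVEC primary endothelial cells; signal is the percent of cells scored E-selectin positive by PE staining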
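Test system: HUVEC | Signal: Immunofluorescence imaging | Read-out: Percent E-selectin-positive cells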
RAD52 anneal inh: RAD52 DNA annealing inhibitors, primary screen, biochemical, FRET, single point, set 2 | AID 651710, 2012 | 0.46% of 360,000 active | inhibition, % at 18.7 µM | recombinant RAD52 DNA annealing, FRET fluorescence | DNA repair protein RAD52 homolog (Homo sapiens), P43351;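 active = every replicate showing at least 50% inhibition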
PglD inh: C. jejuni PglD acetyltransferase inhibitors, primary screen, biochemical, DTNB colorimetric, single point; purified PglD enzyme, DTNB colorimetric CoA detection; inhibition, % at 12.5 µM; 0.098% of 360,000 active; UDP-N-acetylbacillosamine N-acetyltransferase PglD (Campylobacter jejuni); in the data active = inhibition above about 16%, passing the limit was not always enough; also: strong numbers were not always called active
RAD54 inh: inhibitors of human RAD54 branch migration, primary screen, biochemical, fluorescence, single point. DNA repair and recombination protein RAD54-like (Homo sapiens), Q92698. RAD54 Holliday junction branch migration, FAM/BHQ fluorescence. inhibition, % at 10.4 µM. 0.14% of 360,000 active. AID 602329, 2012;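 active = mean normalized replicate activity at least 40 and at least half of replicates scoring 40 or more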;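 also: 0% = median of neutral control wells and 100% = median of positive control wells; inhibitors cause a drop in the FAM fluorescence signal; in these data hits start at about 50%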
Target sequence (Q92698 whole entry, looked up): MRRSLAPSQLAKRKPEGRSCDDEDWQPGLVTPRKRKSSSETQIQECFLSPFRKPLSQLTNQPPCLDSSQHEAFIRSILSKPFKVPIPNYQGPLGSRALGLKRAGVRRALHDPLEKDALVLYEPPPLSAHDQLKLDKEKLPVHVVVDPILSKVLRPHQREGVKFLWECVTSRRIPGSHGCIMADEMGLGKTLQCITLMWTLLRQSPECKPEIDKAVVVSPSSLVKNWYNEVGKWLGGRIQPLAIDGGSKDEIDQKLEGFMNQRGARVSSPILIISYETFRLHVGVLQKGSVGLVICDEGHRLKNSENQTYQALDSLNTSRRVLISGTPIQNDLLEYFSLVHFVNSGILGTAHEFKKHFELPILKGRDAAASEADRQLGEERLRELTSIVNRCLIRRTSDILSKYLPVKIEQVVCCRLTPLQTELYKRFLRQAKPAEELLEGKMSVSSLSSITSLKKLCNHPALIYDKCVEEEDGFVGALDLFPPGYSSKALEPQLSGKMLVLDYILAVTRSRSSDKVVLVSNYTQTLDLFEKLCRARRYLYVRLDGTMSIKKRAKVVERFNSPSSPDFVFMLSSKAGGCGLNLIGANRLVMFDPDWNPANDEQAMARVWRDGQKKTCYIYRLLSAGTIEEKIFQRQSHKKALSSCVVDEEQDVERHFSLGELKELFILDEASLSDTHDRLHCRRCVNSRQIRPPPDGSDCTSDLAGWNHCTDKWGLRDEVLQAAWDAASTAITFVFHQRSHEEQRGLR
CASP6 VEID inh: human caspase-6 inhibitors, primary screen, biochemical, VEID-R110 fluorescence, single point, set 2 | AID 686996, 2013 | 0.53% of 350,000 active | inhibition, % at 12.5 µM | purified caspase-6, Z-VEID-R110 cleavage fluorescence;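 active = mean inhibition across replicates at least about 35%, with every replicate also reaching that limit, limit read from the data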;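 also: 0% = median of neutral control wells and 100% = no fluorescence left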
Target sequence (P55212 24-179 limits assumed): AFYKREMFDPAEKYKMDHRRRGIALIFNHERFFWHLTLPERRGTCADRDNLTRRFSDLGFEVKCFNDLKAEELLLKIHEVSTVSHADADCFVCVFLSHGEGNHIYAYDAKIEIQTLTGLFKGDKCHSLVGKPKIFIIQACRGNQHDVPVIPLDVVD
Target sequence (P55212 194-293 limits assumed): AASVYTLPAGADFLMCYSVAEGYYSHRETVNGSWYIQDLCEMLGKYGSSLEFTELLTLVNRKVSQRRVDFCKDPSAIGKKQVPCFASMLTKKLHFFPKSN
* hit, by the source's call; x = not tested or not shown.

SMILES	esBAF inh	ARNT TACC3 PPI	ERp5 block	E-selectin induc	RAD52 anneal inh	PglD inh	RAD54 inh	CASP6 VEID inh
O=C1CCC(c2ccccc2)(C2CCN(Cc3ccccc3)CC2)C(=O)N1 (centres undefined)	4	1	3	2.4	-7	-2	-2	-3
CCCCN(CCCC)S(=O)(=O)c1ccc2[nH]c(=O)[nH]c2c1	-3	-3	-2	x	6	0	3	7
O=C(C[C@@H]1C[C@H]2c3cc(NC(=O)Nc4ccc(C(F)(F)F)cc4)ccc3O[C@H]2[C@H](CO)O1)NCc1cccnc1	3	25	4	0.8	31	1	5	2
O=S(=O)(NCc1ccccc1Cl)c1cnc[nH]1	0	-4	x	x	x	14	-12	x
CCOc1cc(C(c2c(C)[nH][nH]c2=O)c2c(C)[nH][nH]c2=O)ccc1OCc1ccc([N+](=O)[O-])cc1	2	6	x	x	x	5	-6	x
Cc1cc2ccccc2n1CCNC(=O)C1CC1	-6	6	-11	0.2	-12	1	-9	3
COc1ccccc1N(CCC#N)C(=O)CSc1nnc2ccccn12	6	-18	x	-0.5	12	-2	-2	-1
Cc1ccc(S(=O)(=O)Nc2ccc3[nH]c(=O)[nH]c3c2)c(C)c1	x	-2	0	x	-6	x	x	0
Cc1cc(C(F)(F)F)c2c(=O)[nH]c(=O)n(Cc3ccccc3)c2n1	-4	-6	x	x	x	0	1	x
CCOC(=O)Nc1nnc(-c2ccc(OC)c(OC)c2)s1	2	-3	x	x	x	-1	3	x
CO[C@H]1CN(C)C(=O)c2ccc(NC(C)=O)cc2OC[C@@H](C)N(C(=O)c2ccc(F)cc2)C[C@@H]1C	4	-8	-5	0.1	3	1	-8	3
COCC#Cc1ccc2c(c1)O[C@H](CN(C)Cc1cccnc1)[C@H](C)CN([C@H](C)CO)S2(=O)=O	-3	-2	5	-0.1	6	0	5	-1
CC(C)(C)c1ccc(C(=O)NC(=S)Nn2cnnc2)cc1	44*	x	x	0.1	x	0	1	x
Cc1onc(-c2ccccc2)c1C(=O)Nc1nnc(COc2ccc(Cl)cc2)s1	-10	0	x	x	x	-6	3	x
O=C(c1cc(-c2cccs2)on1)N1CCOCC1	12	-2	x	x	x	-2	2	x

esBAF inh, what is marked active above.
| Structure | esBAF inh | ARNT TACC3 PPI | ERp5 block | RAD52 anneal inh | PglD inh | CASP6 VEID inh |
| --- | --- | --- | --- | --- | --- | --- |
| CC(C)(C)c1ccc(C(=O)NC(=S)Nn2cnnc2)cc1 | 44* | x | x | x | 0 | x |

(cont.)
SMILES	esBAF inh	ARNT TACC3 PPI	ERp5 block	E-selectin induc	RAD52 anneal inh	PglD inh	RAD54 inh	CASP6 VEID inh
O=C(NC1CCCCC1)C1CCN(S(=O)(=O)c2cccc3nsnc23)CC1	-1	5	-3	x	-11	3	-9	x
O=C(O)C(Cc1ccccc1)n1cccc1 (centres undefined)	-5	-7	x	x	x	0	-6	x
Fc1c(F)c(F)c(CSc2nc3ccccc3[nH]2)c(F)c1F	22	-3	x	0.3	x	1	-9	x
CO[C@H]1CN(C)C(=O)c2ccc(NS(=O)(=O)c3ccccc3)cc2OC[C@H](C)N(Cc2nccs2)C[C@@H]1C	x	x	7	-0.1	1	x	x	0
Cc1[nH]c(C)c(S(=O)(=O)N2CCN(c3cccc(Cl)c3)CC2)c1C(=O)N1CCCC1	-2	4	-5	x	-14	-7	-11	4
CCOC(=O)c1c(C)[nH]c(C(=O)C(C)OC(=O)c2cnc(C)cn2)c1C (centres undefined)	-3	8	4	x	-12	2	1	-3
COc1ccc(NC(=O)N(C)C[C@@H]2Oc3ccc(NS(=O)(=O)c4ccc(F)cc4)cc3CC(=O)N([C@@H](C)CO)C[C@H]2C)cc1	2	x	2	-0.3	-3	x	x	2
CN(/N=C/c1ccc(O)cc1O)c1ncc(C(F)(F)F)cc1Cl	3	10	5	2.4	0	x	x	8
CCOCCCNC(=O)C1CCN(S(=O)(=O)N2CCCC2)CC1	x	-3	0	-0.5	-5	x	x	0
O=c1c2ccccc2cnn1Cc1n[nH]c(=S)n1-c1ccc(F)c(Cl)c1	x	-6	3	9.3	-6	-2	-6	-4
Clc1ccc(-c2nnc3n2CCCCC3)cc1	-2	3	x	x	x	0	12	x
CC(C)NC(=O)Nc1ccc2c(c1)C(=O)N([C@H](C)CO)C[C@@H](C)[C@H](CN(C)S(=O)(=O)c1ccc(F)cc1)O2	3	13	2	0.0	9	3	14	0
CN1C(=O)c2cc(NC(=O)C3CC3)ccc2OC[C@@H]2O[C@H](CC(=O)NCc3cccc(F)c3)CC[C@@H]21	3	0	x	0.0	x	-3	3	x
O=C(COC(=O)CNC(=O)C1CCCCC1)Nc1ccc2ccccc2c1	1	-9	x	x	x	-2	-6	x
C#CCN1C(=O)[C@]2(OCCC=C[C@H]2C)c2cc(OC)ccc21	x	x	3	-0.2	-6	x	x	-2
COc1ccc(N(C(=O)CNC(=O)c2ccco2)C(C(=O)NCC2CCCO2)c2ccccc2)cc1Cl (centres undefined)	7	-1	-2	x	-17	-3	-3	9
CCCNC(=O)C1(C)CCCN(C(=O)C2(c3ccc(Cl)cc3)CCCC2)C1 (centres undefined)	-6	x	6	-0.2	-12	2	4	4
Cc1cc(C(=O)N/N=C/c2c3ccccc3cc3ccccc23)n[nH]1	11	2	0	x	7	3	-1	1
COc1ccccc1/C=C/C=N/N1CCN(Cc2ccc(Cl)cc2)CC1	6	9	x	x	x	2	-6	x
COc1ccc(CN(C)C[C@H]2Oc3ccc(NC(=O)NC(C)C)cc3C(=O)N([C@@H](C)CO)C[C@H]2C)cc1	-5	2	-1	-1.3	3	8	5	0
CCCCc1c(O)nc(SCC(=O)O)[nH]c1=O	-8	-9	4	-2.6	-18	1	3	0
Cc1ccc(C(=O)Nc2nccc(C)n2)cc1	19	-9	0	0.1	-6	3	4	-1
Cc1cc(C)n2c(NC3CCCCC3)c(-c3cccnc3)nc2n1	x	x	1	0.1	-75	x	x	-2
O=[N+]([O-])c1ccc(C(O)CSC(=S)N2CCCCC2)cc1 (centres undefined)	45*	-12	2	x	-7	-1	2	1
O=C(c1ccccc1NS(=O)(=O)c1cccc([N+](=O)[O-])c1)N1CCOCC1	-3	25	x	x	x	3	-1	x
COc1cccc(C(=O)Nc2ccc(C(=O)c3ccncc3)cc2)c1	21	-2	4	-0.1	-11	-4	5	1
Cc1ccc(N2CC(C(=O)Nc3nnc(SCC(=O)Nc4cc(C)on4)s3)CC2=O)cc1 (centres undefined)	x	1	0	-1.1	-28	-1	6	-4
CO[C@@H]1CN(C)C(=O)c2ccc(NC(=O)Nc3cccc(F)c3)cc2OC[C@@H](C)N(C(C)=O)C[C@@H]1C	-2	3	-4	0.0	-31	1	-2	x
CCC(=O)Nc1ccc2c(c1)C(=O)N(C)[C@H]1CC[C@@H](CC(=O)O)O[C@H]1CO2	2	-5	8	-0.1	-5	7	-8	3
Cc1nc(CCNC(=O)Cc2ccccc2)cs1	-7	-17	x	x	x	11	-5	x

One compound at a time, from the list above. Screens in order: esBAF inh, ARNT TACC3 PPI, ERp5 block, E-selectin induc, RAD52 anneal inh, PglD inh, RAD54 inh, CASP6 VEID inh
COc1ccc(N(C(=O)CNC(=O)c2ccco2)C(C(=O)NCC2CCCO2)c2ccccc2)cc1Cl (centres undefined) is listed with 7, -1, -2, x, -17, -3, -3, 9
O=[N+]([O-])c1ccc(C(O)CSC(=S)N2CCCCC2)cc1 (centres undefined) is listed with 45*, -12, 2, x, -7, -1, 2, 1
Cc1ccc(C(=O)Nc2nccc(C)n2)cc1 is listed with 19, -9, 0, 0.1, -6, 3, 4, -1
CCCCc1c(O)nc(SCC(=O)O)[nH]c1=O is listed with -8, -9, 4, -2.6, -18, 1, 3, 0
Cc1ccc(N2CC(C(=O)Nc3nnc(SCC(=O)Nc4cc(C)on4)s3)CC2=O)cc1 (centres undefined) is listed with x, 1, 0, -1.1, -28, -1, 6, -4

Three consecutive records already listed, for reference:
SMILES	esBAF inh	ARNT TACC3 PPI	ERp5 block	E-selectin induc	RAD52 anneal inh	PglD inh	RAD54 inh	CASP6 VEID inh
CN1C(=O)c2cc(NC(=O)C3CC3)ccc2OC[C@@H]2O[C@H](CC(=O)NCc3cccc(F)c3)CC[C@@H]21	3	0	x	0.0	x	-3	3	x
O=C(COC(=O)CNC(=O)C1CCCCC1)Nc1ccc2ccccc2c1	1	-9	x	x	x	-2	-6	x
C#CCN1C(=O)[C@]2(OCCC=C[C@H]2C)c2cc(OC)ccc21	x	x	3	-0.2	-6	x	x	-2

(listing goes on)
SMILES	esBAF inh	ARNT TACC3 PPI	ERp5 block	E-selectin induc	RAD52 anneal inh	PglD inh	RAD54 inh	CASP6 VEID inh
CCCCSc1nnc(-c2ccc(C)cc2)c2ccccc12	x	-1	-6	-0.1	-4	-2	2	1
COc1ccc(Cc2nc3ccc(C(=O)NCC(C)(C)OC)cc3o2)cc1	76*	8	0	0.0	-4	-2	-8	-3
CN(CC(=O)Nc1ccccc1C(F)(F)F)C(=O)COc1ccccc1Cc1ccccc1	0	-27	3	-3.8	-8	-5	5	1
Cc1ccc(NC2=NCC(Cc3ccc(Br)cc3)S2)cc1 (centres undefined)	-11	x	-2	x	-6	5	3	-1
O=C(NCC(=O)N1CCCCCCC1)c1ccc(Br)o1	14	1	1	-0.3	-3	-2	-2	-96
COc1ccc(N(C(=O)c2snc(C(N)=O)c2N)C(C(=O)NC2CCCCC2)c2ccc(C)o2)c(OC)c1 (centres undefined)	-3	-4	0	0.2	-19	-5	9	0
CCCCNC(=O)C1(C)CCN1C(=O)c1ccc2ccccc2n1 (centres undefined)	-2	x	-4	1.4	-5	8	-4	-2
CC(=O)c1cn(CCCCCCCn2cc(C(C)=O)c(=O)[nH]c2=O)c(=O)[nH]c1=O	x	-9	8	x	-24	x	x	1
NC(=O)C1CCN(C(=O)Nc2csc3ccccc23)CC1	-4	x	0	12	-6	1	2	-2
CCOC(=O)c1ccc(S(=O)(=O)N2CCC(N3CCCCC3)CC2)cc1	-8	x	1	-0.2	-12	3	-8	-5
O=C(CN1CCN(CC(=O)c2ccc(F)cc2)CC1)Nc1ccccc1Cl	-6	-11	x	x	x	-165	3	x
COc1nc(N(C)C)nc(N(C#N)S(=O)(=O)c2ccc(C)cc2)n1	-6	-8	-1	0.0	-19	1	3	-3
COc1ccc(-c2cc(C(=O)n3cnc4ccccc43)c3ccccc3n2)cc1	-4	5	x	x	x	1	-9	x
CN(Cc1ccccc1)C(=O)c1ccc(NC(=O)Cc2ccc(NC(=O)C3CCCN(C(=O)C4CCC4)C3)cc2)cc1 (centres undefined)	1	0	-5	0.1	-22	-1	8	1
CCN1[C@@H]2c3ccc(-c4ccccc4OC)c(=O)n3C[C@H]1[C@H](CO)[C@H]2C(=O)N1CCOCC1	-10	8	-5	-0.1	3	3	-4	0
COc1ccccc1C#Cc1ccc2c(c1)O[C@H](CN(C)C)[C@H](C)CN([C@@H](C)CO)S2(=O)=O	3	5	1	-0.1	21	3	2	3
C[C@H](CO)N1C[C@H](C)[C@H](CN(C)S(=O)(=O)c2ccc(F)cc2)OCCCC[C@H](C)Oc2ccc(NC(=O)CCC(F)(F)F)cc2C1=O	8	-39	2	x	11	9	-2	0
C[C@H](CO)N1C[C@H](C)[C@H](CN(C)S(=O)(=O)c2cccs2)Oc2ccc(NC(=O)CCC(F)(F)F)cc2C1=O	0	3	2	-0.2	-3	-3	0	2
